a7 integrin act = activates integrin-mediated alleviation for muscular dystrophy; alpha7betagal myoblasts, beta-gal FDG fluorescence, 48 h; 350,000 compounds, 0.064% hits; Potency, µM (highest dose often 38.3 µM), without a hit: at the highest dose activation, hits mostly activators;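 also: potency is read from the fitted curve at half-maximal effect; 100% = response of the positive control SU9516; nearly all actives have a fitted effect of over 60% in size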
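alpha7betagal+/- myoblasts (passage 13, 250/well) treated 48 h at 37C with compounds at 1:260 dilution of DMSO stock. Lysed, then beta-galactosidase activity read as FDG fluorescence (ex 480/em 540) after 30 min, with pre-read for autofluorescence.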
MBNL1 CUG block = inhibitors of human MBNL1 binding to CUG repeat RNA | Q9NR56 | TR-FRET MBNL1-His/biotin-(CUG)12 binding, 665/545 ratio | Potency, µM (highest dose often 57.5 µM), for the others: at the highest dose activity change, negative = inhibition, actives largely listed as inhibitors | 280,000 compounds, 0.036% hits | AID 2675; active = well fitted inhibition curve with a large enough effect in the signal ratio, with a control signal flat, not every such curve was filed as active; inconclusive = small, poorly fitted or top-dose-only effect, or effect the other way, or a change in a side signal; inactive = no such curve, though single readings can be large or run the other way; the % refers to the signal ratio; also: potency is read from the fitted curve at half-maximal effect; % is scaled to controls: 0 for no effect and ±100 for the full control effect
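MBNL1-His + Biotin-(CUG)12, cpd titration 92 nM–58 uM; Tb anti-His Ab 0.055 ng/ul, SA-XL665 5 nM (final); 60 min RT; ratiometric 665/545 nm, Ex 340 nm; normalized to buffer and full-complex controls.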
ASM inhibitor = blocks human secretory acid sphingomyelinase | P17405 | placental ASM, HMU-PC fluorogenic substrate, 60 min | Potency, µM (doses to about 57.5 µM), inactives show at the highest dose activity change, negative = inhibition, most hits filed as inhibitors | 340,000 compounds, 0.006% hits | AID 504937; also: potency is read from the fitted curve at half-maximal effect
Target sequence (P17405 47-631 limits assumed): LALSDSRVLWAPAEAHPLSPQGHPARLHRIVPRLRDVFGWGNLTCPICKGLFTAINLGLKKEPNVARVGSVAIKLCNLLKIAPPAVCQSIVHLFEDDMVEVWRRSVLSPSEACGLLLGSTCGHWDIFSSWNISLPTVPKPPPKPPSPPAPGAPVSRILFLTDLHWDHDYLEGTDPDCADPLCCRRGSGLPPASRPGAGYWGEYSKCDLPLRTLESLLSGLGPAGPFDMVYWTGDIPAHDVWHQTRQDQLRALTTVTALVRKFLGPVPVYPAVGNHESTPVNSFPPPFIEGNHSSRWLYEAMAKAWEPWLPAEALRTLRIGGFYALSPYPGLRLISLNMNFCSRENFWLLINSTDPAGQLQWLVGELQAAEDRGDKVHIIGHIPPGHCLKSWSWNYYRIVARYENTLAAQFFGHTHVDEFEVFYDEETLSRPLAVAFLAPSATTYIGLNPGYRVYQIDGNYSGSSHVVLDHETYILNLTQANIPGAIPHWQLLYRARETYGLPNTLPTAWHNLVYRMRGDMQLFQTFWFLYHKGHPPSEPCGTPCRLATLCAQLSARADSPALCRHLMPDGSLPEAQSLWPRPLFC
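Human placenta-derived ASM preincubated with compound 10 min at room temperature, then reacted with 9 uM (final) fluorogenic HMU-PC substrate for 60 min at 37 C. Stop solution raises pH to 10; fluorescence read at Ex 386/Em 447 nm.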
CXXC DNA block = blocks binding of human MLL CXXC domain to DNA. MLL-CXXC / FITC-HOXA9 DNA fluorescence polarization. Potency, µM (top dose mostly 115 µM), for inactives: at the highest dose activity change, negative = inhibition, most hits filed as inhibitors. AID 2662. Q03164. 290,000 compounds, 0.037% hits; active = well fitted inhibition curve with a large enough effect in the polarisation, with a control signal flat, not every such curve was filed as active; inconclusive = small, poorly fitted or top-dose-only effect, or effect the other way, or a change in a side signal; inactive = no such curve, though single readings can be large or run the other way; the % refers to the polarisation; also: potency is read from the fitted curve at half-maximal effect
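Purified MLL-CXXC (added from a 7 uM solution) was preincubated 5 min at ambient with pinned compounds in 50 mM Tris-HCl pH 7.5, 50 mM NaCl, 1 mM DTT, 0.05% BSA. Fluorescein-labeled HOX-A9 DNA (50 nM solution) followed, 30 min, then polarization read.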
TCR act = activators of T cell receptors; 330,000 tested, under 10 active; primary human leukocytes, anti-CD3, IL-2 HTRF, 48 h; Potency, µM (titrated, usually from 9.22 µM), without a hit: at the highest dose activation of IL-2 secretion, usual class: activators; also: % of control where 0% means no effect
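Using a-CD3 beads without co-stimulation, primary human leukocytes were exposed to compounds for 48 hr. An HTRF IL-2 kit measured the cytokine, with europium-to-d2 energy transfer producing emission at 665nm upon 320nm excitation.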
Mito fusion yeast = mitochondrial division inhibition or fusion activation; AID 485298; S. cerevisiae fusion-defective mutant growth rescue, CellTiterGlo 48 h; Potency, µM (highest dose often 46.1 µM), for inactives: at the highest dose growth rescue (activation), usual class: activators; 320,000 compounds, 0.23% hits;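 also: potency is read from the fitted curve at half-maximal effect; % of control where 0% means no effect; nearly all actives have a fitted effect of over 45% in size; temperature-sensitive fusion mutants such as fzo1-1 at 37 °C on non-fermentable ethanol glycerol medium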
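S. cerevisiae fusion-defective temperature-sensitive mutants (e.g. fzo1-1, mgm1-5) grown 48 h at 37C in YPEG (ethanol/glycerol non-fermentable) medium with 23 nl compound per well; growth rescue read as CellTiterGlo luminescence.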
TSG101-PTAP inh = blocks PTAP/TSG101 interaction to inhibit HIV-1 budding. Q99816. Fluorescence polarization, FITC-PTAP peptide / Tsg101 binding. Potency, µM (series often up to 115 µM), inactives show at the top dose activity change, negative = inhibition, actives largely listed as inhibitors. 340,000 tested, under 10 active. AID 493005; active = well fitted inhibition curve with a large enough effect in the main read-out, with a control signal flat, not every such curve was filed as active; inconclusive = small, poorly fitted or top-dose-only effect, or effect the other way, or a change in a side signal; inactive = no such curve, though single readings can be large or run the other way; also: potency is read from the fitted curve at half-maximal effect; % of control where 0% means no effect
Target sequence (Q99816 whole entry, looked up): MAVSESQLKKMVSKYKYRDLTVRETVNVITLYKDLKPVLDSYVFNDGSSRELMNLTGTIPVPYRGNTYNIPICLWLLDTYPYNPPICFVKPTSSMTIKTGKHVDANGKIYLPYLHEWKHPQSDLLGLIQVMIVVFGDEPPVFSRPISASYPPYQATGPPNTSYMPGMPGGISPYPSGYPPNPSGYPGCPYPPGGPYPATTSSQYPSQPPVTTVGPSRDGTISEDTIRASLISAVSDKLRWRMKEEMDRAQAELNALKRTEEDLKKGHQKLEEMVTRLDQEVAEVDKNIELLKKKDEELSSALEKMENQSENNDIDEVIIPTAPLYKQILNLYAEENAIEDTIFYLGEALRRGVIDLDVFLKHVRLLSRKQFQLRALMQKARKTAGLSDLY
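Fluorescence polarization binding of Tsg101 binding domain (10 uM final) to FITC-labeled PTAP peptide (50 nM final) in HEPES pH 7.5 buffer with NaCl, Tween 20, EDTA, TCEP. Compounds added before peptide; binding 20 min at RT.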
Menin MLL FP TR = displaces Texas Red mutant MLL peptide from human menin; O00255; Menin + Texas Red MLL mutant peptide, fluorescence polarization; Potency, µM (titrated, usually from 61.6 µM), inactives show top-dose FP activity change, negative = inhibition, most hits filed as inhibitors; 270,000 compounds, 0.23% hits; AID 1768; active = well fitted inhibition curve with a large enough effect in the polarisation, with a control signal flat, not every such curve was filed as active; inconclusive = small, poorly fitted or top-dose-only effect, or effect the other way, or a change in a side signal; inactive = no such curve, though single readings can be large or run the other way; the % refers to the polarisation; also: potency is read from the fitted curve at half-maximal effect; % of control where 0% means no effect; many of its hits are not listed in these tables
AT treatment = potential ataxia-telangiectasia treatment; AID 485349; Potency, µM (series often up to 57.5 µM), for inactives: at the highest dose activation, hits mostly activators; […] A-T fibroblasts, KAP-1 phosphorylation AlphaLISA; neocarzinostatin DNA damage 30 min before lysis; 320,000 compounds, 0.19% hits; also: potency is read from the fitted curve at half-maximal effect; % of control where 0% means no effect; nearly all actives have a fitted effect of over 45% in size
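ATM-like activity read as KAP-1 phosphorylation via AlphaLISA donor/acceptor antibody pairs after lysis and 6 hr at 25C. Cells were ATM-null patient fibroblasts ([…], hTERT), dosed 60 min, then exposed to the DSB inducer NCS for 30 min.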
TSHR antagonist = human thyrotropin receptor antagonism | P16473 | TSHR-expressing cells, TSH-stimulated cAMP HTRF, 2 h; active compounds read low | activity change, negative = inhibition, % at 11.5 µM | 330,000 compounds, 0.2% hits | AID 504810;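 active = activity change below a set negative limit, meaning inhibition stronger than a set level, cut at about -70% in these data; inconclusive = activity change between two set negative limits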; also: % is scaled to controls: 0 for no effect and ±100 for the full control effect
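Freshly harvested TSHR cells receive pin-tooled compound, then EC80 TSH at 4nM final. After 2 hours at 37 deg C, antibody in lysis buffer and cAMP-d2 are added; 30 minutes at ambient temperature precede the HTRF read.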
* hit, by the source's call; ? = inconclusive; nt = not tested or not shown; [ ] = dose if it differs, or a comment. Unless noted, calls follow the shape of the dose curve; as a rule, active = well fitted curve in the direction sought with a large enough effect; inconclusive = small, poorly fitted or top-dose-only effect, or another doubt; inactive = no such curve, though single readings can be large; an effect the other way counts as inactive or inconclusive. This is a subset; rates above refer to the full screens.

SMILES | a7 integrin act | MBNL1 CUG block | ASM inhibitor | CXXC DNA block | TCR act | Mito fusion yeast | TSG101-PTAP inh | Menin MLL FP TR | AT treatment | TSHR antagonist
Cc1cccnc1CN1CCN(Cc2nc(C(c3ccccc3)c3ccccc3)no2)CC1 | -6% | 0% | 1% | -1% | 3% | 4% | -4% | ? | -4% | 3
Cc1ccc(Cl)c(OCCCCN2CCC(C)CC2)c1 | 13% | nt | 0% | nt | 1% | nt | -5% | nt | nt | nt
O=C(O)c1ccc2nnn(O)c2c1 | -13% | -28% | 7% | 13% | 5% | -6% | -1% | nt | -3% | 1
Cn1c(C(=O)Nc2ccc3c(c2)OCCO3)cc2sccc21 | 31% | 4% | -3% | -8% | nt | 1% | nt | ? | 2% | -8
NC(=O)CN1C(=O)NC(c2ccccc2)(c2ccccc2)C1=O | 9% | -3% | 3% | -18% | -3% | -9% | -2% | 6% | 3% | 5
Cc1ccc2nc(NC(=O)C3CC(=O)N(Cc4ccco4)C3)sc2c1 (stereo not drawn) | -15% | nt | -4% | 0% | nt | -2% | 3% | -9% | 5% | -15
CC1(C)CC(=O)C=C(NNC(=O)OC(C)(C)C)C1 | -16% | 0% | -1% | 5% | 0% | 6% | -7% | -5% | 4% | -2
COc1ccc(S(=O)(=O)N2CCN(C3CCN(Cc4ccccc4)CC3)CC2)cc1 | 29% | -11% | 11% | 2% | -2% | -3% | -8% | 3% | -5% | 6
CC12CCC(=O)N1C(C(=O)NCCc1ccc(S(N)(=O)=O)cc1)CS2 (stereo not drawn) | 7% | 2% | -1% | -4% | -1% | -3% | -5% | nt | 7% | 4
CCCNC(=O)c1onc(CS(=O)(=O)c2cc(C)cc(C)c2)c1C(=O)NCCC | -22% | nt | 0% | nt | -24% | nt | 0% | nt | 11% | -10
CC(C)(C)Nc1nc(C(N)=O)nc(N2CCOCC2)n1 | ? | -5% | 3% | 5% | -5% | -1% | -2% | -10% | -13% | 1
CC(=O)Nc1cccc(OCC(O)Cn2cnc3ccccc32)c1 (stereo not drawn) | -11% | 4% | 5% | -3% | -3% | 1% | -7% | 1% | 12% | 6
Cc1cc2c(cc1C)C(c1ccccc1OC(C)C)CC(=O)N2 (stereo not drawn) | 0% | 3% | -1% | 16% | 1% | 4% | -5% | ? | 14% | -8
C/C(=N/OC(=O)c1c(-c2c(F)cccc2Cl)noc1C)c1cnccn1 | 8% | 3% | -1% | -2% | -4% | 5% | -5% | 0% | -3% | -8
CN(C)S(=O)(=O)c1cc(NC(=O)CN2CCN(c3ccc(O)cc3)CC2)ccc1Cl | 17% | 0% | 9% | -6% | -4% | -2% | 0% | -10% | 6% | -9
COc1cccc(-c2ccc(SCc3ccccn3)nn2)c1 | 3% | -4% | -3% | 16% | 1% | -6% | 0% | 2% | 4% | -11
CC(=O)c1ccc(Oc2ncnc3sccc23)c(CN2CCOCC2)c1 | -25% | 1% | -3% | 0% | 2%[46.1 µM] | 1% | -4% | -3% | 0% | -4
Clc1nc(NC2CCCCC2)c2cn[nH]c2n1 | 3% | nt | -4% | nt | 2% | nt | -1% | nt | nt | nt
CSc1ccccc1C(=O)C1CCCN(C(=O)c2ccc(N3CCOCC3)cc2)C1 (stereo not drawn) | -7% | -1% | 0% | -4% | 6% | 6% | -3% | 4% | 7% | -2
CN(CC(=O)Nc1ccc(Cl)c(C(F)(F)F)c1)C(=O)c1cccc(N2C(=O)CCC2=O)c1 | -23% | nt | -3% | nt | -3% | -6% | -6% | nt | 1% | -6
S=C(NCc1ccc2c(c1)OCO2)Nc1ccc2nsnc2c1 | 7% | ? | 3% | 15% | 8% | -1% | 1% | ? | 3% | -6
Cc1c(C(=O)N2CCC2)oc2ccc(Cl)cc12 | -20% | nt | 1% | nt | -4%[46.1 µM] | nt | -1% | nt | -2% | 1
COc1ccc(S(=O)(=O)N2CCCCC2)cc1NC(=O)CCC(=O)N1CCC(c2ccccc2)=N1 | 0% | nt | -3% | nt | -3% | nt | -4% | nt | nt | nt
COc1cccc(-c2nc(-c3ccc(NC(=O)c4ccncc4)cc3)no2)c1 | 12% | 12% | -1% | 14% | 0% | 0% | -1% | 17% | nt | -18
Cc1cc(C)c(S(=O)(=O)/N=C2\C=CC(=O)C(Cl)=C2)c(C)c1 | -14% | -17% | -1% | -11% | -2% | 3% | -6% | ? | 0% | 7
SMILES | a7 integrin act | MBNL1 CUG block | ASM inhibitor | CXXC DNA block | TCR act | Mito fusion yeast | TSG101-PTAP inh | Menin MLL FP TR | AT treatment | TSHR antagonist
COCCN(CCOC)c1nc(-c2ccc([N+](=O)[O-])cc2)nc2ccccc12 | -10% | 10% | -7% | -9% | 3% | 3% | -6% | 11% | 4% | 5
Cc1ccccc1OCC(=O)OCC(=O)Nc1ccc(S(N)(=O)=O)cc1 | 0% | -8% | -4% | 3% | 2% | 4% | -2% | ? | -6% | -5
CCCCN(C(=O)Cc1cccc(F)c1)c1c(N)n(CCC)c(=O)[nH]c1=O | 18% | 0% | 1% | -12% | 0% | -7% | -2% | -2% | -5% | 1
CC(CCc1ccccc1)NC(=O)c1cnc(Cl)c(Cl)c1 (stereo not drawn) | -26% | -16% | 1% | -5% | 1% | 13% | -3% | 6% | -13% | 1
COc1cc(/C=C/C(=O)N(C)c2ccccc2C(=O)O)cc(OC)c1OC | -6% | 0% | 0% | -2% | -2% | 1% | -6% | 16% | 2% | -5
NC(=O)CSc1nnc2n(N)c(=O)c3ccccc3n12 | 12% | -8% | -1% | -16% | -2% | 3% | -2% | 2% | 23% | 5
COc1ccc(OC)c(N(CC(=O)Nc2cccnc2)S(=O)(=O)c2ccc(C)cc2)c1 | 0% | -5% | 5% | 1% | 3% | 2% | -13% | -15% | -5% | 5
Cc1nn(C2CCS(=O)(=O)C2)c(Cl)c1/C=C/C(=O)OCC(=O)Nc1ccccc1OC(F)F (stereo not drawn) | 13% | 4% | -1% | -18% | 0% | -3% | -2% | nt | 3% | -9
CCc1[nH]c(=O)c(C#N)c2c1CCCC2 | 4% | -2% | 7% | 6% | -9% | -5% | -6% | 13% | nt | 30
Cc1nnc2n(c1=O)C(CS(=O)(=O)c1ccc3ccccc3c1)CS2 (stereo not drawn) | 2% | 17% | 3% | -4% | -3% | 6% | -1% | -4% | 1% | -4
O=C(N/N=C/c1ccccn1)c1ccc([N+](=O)[O-])cc1 | 11% | ? | -1% | -11% | -4% | 8% | 1% | ? | 6% | 14
COC(=O)c1ccc(CSc2ncnc3c2oc2ccccc23)o1 | 0% | 10% | -1% | -14% | -4% | -1% | -3% | -10% | 7% | -1
CC(C)OP(=O)(OC(C)C)C(C)NC(=O)Cc1ccccc1 (stereo not drawn) | 35% | -3% | 3% | 0% | -4% | -4% | -4% | -4% | 3% | -6
O=C(c1ccc(Cl)cc1)N1CCC(O)(CSc2ccc(Cl)cc2)CC1 | -13% | -3% | -16% | 0% | 1% | 16% | -3% | nt | -1% | -21
c1ccc(Cn2c(-c3cncs3)nc3ccccc32)cc1 | -2% | -4% | 0% | 10% | 0% | 0% | -2% | nt | 3% | -6
Cc1ccc(C(=O)COC(=O)c2ccc(-c3cnc4ccccc4n3)cc2)cc1C | 9% | 7% | nt | 8% | -5%[46.1 µM] | -8% | 0% | 21% | 9% | -4
COC(=O)c1ccc(COc2cc([N+](=O)[O-])cc3cccnc23)o1 | 12% | -10% | -1% | -1% | -1% | 2% | 0% | 3% | 6% | 37
N#CCCN(C(=O)COC(=O)CCN=C1NS(=O)(=O)c2ccccc21)c1ccc(F)cc1 | 16% | nt | nt | nt | 4% | -4% | -2% | nt | 1% | 0
O=C(c1ccc(S(=O)(=O)N2CCCC2)cc1)N1CCN(c2cccc(Cl)c2)CC1 | -33% | -2% | -5% | -7% | 3% | -1% | nt | 0% | -3% | 2
Cc1cc(=O)[nH]c(Sc2c(-c3ccccc3)c3ccccc3[nH]c2=O)n1 | 0% | 36%[activator] | -2% | -15% | -12% | -1% | -6% | -24% | -3% | -3
COC(=O)c1c(NC(=O)COC(=O)c2ccc(Cl)cc2[N+](=O)[O-])sc2c1CCCCC2 | -3% | -2% | -8% | 0% | 0%[46.1 µM] | -8% | 1% | -6% | -4% | 17
COc1ccccc1N(CC(=O)Nc1ccccc1C(=O)NC(C)C)S(C)(=O)=O | -22% | -6% | 1% | 2% | -1% | -6% | 0% | 3% | 0% | 4
O=C(O)c1ccc(-n2ccnc2)c([N+](=O)[O-])c1 | 22% | ? | 0% | 6% | -3%[46.1 µM] | -5% | 0% | 1% | 6% | 2

Screening results (PubChem)
